PGC1a acetyl inh: modulators of PGC1a acetylation; U2OS PGC1a acetylation, AlphaScreen anti-acetyl-lysine; with virally co-expressed GCN5 acetyltransferase; inhibition, % at 15.6 µM; 350,000 tested, 0.17% active; AID 651687;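 active means every replicate shows inhibition of at least 40%; inconclusive means mean inhibition at least 40% but some replicate below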;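 further: 0% = neutral control wells and 100% = positive control wells; some results beyond the cut were filed as inactive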
GSIS activator: primary screen for activators of insulin secretion dependent on glucose, INS-1E cells, GLuc reporter luminescence; activation, % at 16.6 µM; INS-1E GLuc reporter insulin secretion, 2-3 h; AID 743287; 370,000 tested, 0.61% active;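 active means lowest replicate activation of at least 40%, so every replicate reaches that level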;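 further: 0% = median of neutral control wells and 100% = median of IBMX positive control wells; some compounds called inactive have numbers as strong as hits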
PAX8 inh HTS: lowers PAX8-driven luciferase in RMG-I cells | RMG-I TPO-luciferase reporter, SteadyGlo, 24 h | inhibition, % at 12.6 µM | 360,000 tested, 1.2% active | AID 652154;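 active means mean replicate inhibition at least 60% with every replicate also reaching 60%; inconclusive means only one of the two criteria is met; inactive means mean below 60% and not all replicates reaching 60%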;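 further: luciferase light reporting Pax8 driven TPO promoter activity; plate controls were median of neutral control wells for no effect and mitoxantrone controls for full effect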
Cneo AK release: causes C. neoformans cell lysis | adenylate kinase release luminescence, 4 h; normalised: neutral wells 0, clomiphene wells 100 | lysis activity, % at 15 µM | 360,000 tested, 0.2% active | AID 651654;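 active means mean lysis activity across replicates of at least 80%, whatever share of replicates individually reach that level; inactive means mean lysis activity below 80%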
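Material: C. neoformans cells | Amount: Yeast cell density of 5 × 10^6 cells/mL | Medium: Fresh YPD growth medium | Dosing: Single dose | Times: Static 4 h at 37 °C with compound, 1 h detection | Detection: AK luminescence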
ARNT-TACC3 inh: disruptors of human ARNT/TACC3 interaction; Q9Y6A5; AlphaScreen His-ARNT PAS-B/GST-TACC3 binding, luminescence; TACC3 fragment carries E629A point mutation; inhibition, % at 9.99 µM; 390,000 tested, 0.66% active;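 active means mean inhibition of replicates at least 50% and at least half of replicates each reaching 50%; inconclusive means half or more replicates reach 50% but mean below 50%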;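 further: 0% = complete ARNT plus TACC3 wells and 100% = ARNT alone without TACC3; many hits fall short of the cut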
PglD inh: inhibitors of Campylobacter jejuni PglD acetyltransferase | purified PglD enzyme, DTNB colorimetric CoA detection | inhibition, % at 12.5 µM | 360,000 tested, 0.098% active; in the data active means inhibition above about 16%, passing the limit was not always enough; inconclusive means no clear call, values can overlap the other calls; further: strong numbers were not always called active
C2C12 statin: protects C2C12 myotubes from simvastatin toxicity; ATP luminescence, 48 h; scaled: DMSO 0, geranylgeraniol control 100; rescue of ATP level, % at 7.49 µM; 330,000 tested, 0.78% active; AID 602340;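 active means mean ATP rescue above about 67%, or every replicate alone reaching that limit, limit read from the data, passing the limit was not always enough; inconclusive means no clear call, values can overlap the other calls; inactive means mean under the limit and some replicate under it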;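 further: myotubes were challenged with 10 µM simvastatin during compound exposure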
LGR2 antag: inhibitors of bursicon-induced Drosophila LGR2 receptor cAMP signaling. HEK293 LGR2, CRE-luciferase, bursicon-stimulated, 4 h. inhibition, % at 9.99 µM. 380,000 tested, 0.35% active;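 active means drop in luminescence signal, shown as inhibition above about 50% in the replicate tests, limit read from the data, passing the limit was not always enough; inconclusive means probably only some replicates passing the limit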;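 further: agonist challenge used bursicon conditioned medium at about half maximal strength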
Active calls of the source: *; ? = inconclusive; . = no result given. Outcome played no part in choosing rows; overall some 2.9% were active at least once.

The line under a structure holds: PglD inh	GSIS activator	LGR2 antag	PGC1a acetyl inh	Cneo AK release	C2C12 statin	ARNT-TACC3 inh	PAX8 inh HTS
CO[C@H]1CN(C)C(=O)c2cc(NS(=O)(=O)c3cccc(C)c3)ccc2OC[C@@H](C)NC[C@@H]1C
  -0.8	10.9	1.4	1.5	0.8	1.5	4.2	.
Cn1cnc(S(=O)(=O)N2C[C@H](O)COC[C@@H]3O[C@H](CC(=O)NCc4cccc(F)c4)CC[C@H]32)c1
  -1.9	-4.2	-8.9	0.2	-2.0	8.1	-4.5	-5.8
CC1=C(C(=O)N(C)C)CC(CC(=O)NCC2CCCCC2)C(=O)N1Cc1ccc(F)cc1 (stereo not drawn)
  4.7	2.9	-3.8	12.3	0.0	-0.5	.	-8.5
CC1(C)Cn2c(nnc2-c2ccccc2)S1
  4.3	.	.	8.9	0.6	10.6	-0.4	.
CCC(=O)Nc1ccc2c(c1)OC[C@H](C)N(C(=O)CC)C[C@@H](C)[C@@H](OC)CN(C)C2=O
  .	13.2	-0.7	7.8	.	2.6	.	.
CC(=O)c1cccc(NC(=S)NC(=O)CC(C)(C)C)c1
  -5.1	-0.3	-1.8	-56.0	24.7	-14.3	-19.7	.
O=C(Nc1nnc(SCc2ccccc2)s1)C1=COCCO1
  -1.2	5.9	-80.7	7.6	0.9	-12.8	-8.0	-179.0
O=C(N/C(=C\c1ccccc1)C(=O)N1CCN(CCO)CC1)c1ccccc1
  -4.3	-4.0	-16.2	-1.9	1.3	.	-0.7	5.0
C[C@H](CO)N1C[C@H](C)[C@H](CN(C)Cc2ccc(C(=O)O)cc2)Oc2c(NC(=O)C3CC3)cccc2C1=O
  -5.7	17.4	2.8	8.0	-3.5	-37.0	-4.1	-12.1
Nc1nc(Br)c2ccccc2c1-c1ccc(F)cc1
  0.1	19.0	-0.5	13.3	5.4	0.5	-10.3	.
COc1ccc(NC(=O)N(C)C[C@@H]2OCc3ccccc3-c3ccccc3C(=O)N([C@H](C)CO)C[C@@H]2C)c(OC)c1
  2.4	29.7	0.9	-3.9	-4.6	-14.4	6.9	.
CC(=O)Nc1ccccc1OCC(=O)c1cc(C)n(Cc2cccs2)c1C
  3.2	.	.	7.3	0.7	-55.7	0.7	-149.1
C[C@H](CO)N1C[C@H](C)[C@H](CN(C)Cc2ccccc2)Oc2ccc(NC(=O)Nc3ccccc3)cc2C1=O
  0.5	-7.7	14.6	-5.3	1.4	-43.3	1.7	7.8
CCCCCn1cnc2c(=S)nc(N)[nH]c21
  3.9	17.1	7.6	.	-1.5	16.3	-3.5	-22.9
CC(=O)N1/C(=C/c2ccc(N(C)C)cc2)C(=O)c2ccccc21
  .	4.1	75.0*	-74.7	.	.	2.3	17.9
CC(=O)N1Cc2cc(C(=O)NCc3cc(F)cc(F)c3)nc(-c3cccc(C4=CCCC4)c3)c2[C@@H]1CCO
  .	-8.7	25.6	-9.1	.	.	.	8.0
Cc1cc(C)c(S(=O)(=O)Nc2cc(C)on2)c(C)c1
  3.2	.	6.3	4.0	5.8	-0.1	-0.3	.
CC(C)Oc1ccc(C(CC(=O)O)NC(=O)C2CCCCC2)cc1 (stereo not drawn)
  1.6	.	.	-12.6	2.5	-13.2	-14.1	-23.6
COc1cc(C2NC(=O)NC3=C2C(=O)OC3)cc(OC)c1OC (stereo not drawn)
  1.4	0.1	-2.1	32.3	0.7	-43.8	-8.9	-1.4
CCOCCCNC(=O)C(c1ccccc1)N(Cc1ccc2c(c1)OCO2)C(=O)CNC(C)=O (stereo not drawn)
  -2.9	-4.4	-1.4	-7.2	-3.1	.	.	3.1
CNC(=O)N(O)C1N(/N=C/c2cccnc2)C(=S)SC1(C)C (stereo not drawn)
  .	0.4	0.9	.	.	.	-7.1	16.8
COc1ccc(CNC(=O)COC(=O)c2cccc(S(=O)(=O)N3CCOCC3)c2)cc1
  1.9	-10.1	10.1	5.8	2.9	-5.2	5.0	-10.8
CC1Cc2ccccc2N1C(=O)COC(=O)C1=COCCO1 (stereo not drawn)
  1.0	.	.	3.1	-1.9	6.4	.	-6.6
Cn1cccc1/C=N\NC(=O)C1COc2ccc(C(C)(C)C)cc2O1 (stereo not drawn)
  -1.0	-12.6	0.1	0.5	-1.1	-6.3	33.0	-2.9
CN(C)CCCN(C(=O)c1ccco1)c1nc2ccc(Cl)cc2s1
  -3.1	-5.9	-26.7	-11.2	2.9	-10.1	7.7	-14.7
CC1(C)CC(=O)C=C(c2cn[nH]n2)C1
  -3.1	-5.8	-5.5	-5.8	-0.2	9.4	.	-0.7
Cc1ccc(S(=O)(=O)Nc2ccc3c(c2)C(=O)N([C@H](C)CO)C[C@@H](C)[C@@H](CN(C)C(=O)Nc2ccc(C(F)(F)F)cc2)O3)cc1
  -171.9	0.4	-17.2	-7.4	-0.4	8.0	2.2	.
CC(=O)c1ccc(S(=O)(=O)Nc2ccc(-n3cnnn3)cc2)cc1
  -2.7	-4.9	6.2	2.3	-0.6	-5.0	-0.2	6.5
O=C(CSc1ccc(Cl)cc1)Nc1nnc(-c2ccco2)o1
  -5.2	-11.3	-3.4	3.5	0.1	5.5	22.4	-5.5
Cc1cc2nc(C3CCCN(C(=S)Nc4ccccc4)C3)[nH]c2cc1C (stereo not drawn)
  2.7	.	.	-14.7	1.0	-20.2	-3.6	.

Following part
The line under a structure holds: PglD inh	GSIS activator	LGR2 antag	PGC1a acetyl inh	Cneo AK release	C2C12 statin	ARNT-TACC3 inh	PAX8 inh HTS
COc1ccc(NS(=O)(=O)c2cccc(C(=O)OCC(=O)NC3CC3)c2)cc1
  -1.6	.	0.6	-6.4	-0.6	.	-6.9	.
Cc1c(NC(=O)c2ccc(Cl)c(S(=O)(=O)N3CCOCC3)c2)c(=O)n(-c2ccccc2)n1C
  -1.2	18.3	9.0	-12.9	0.8	3.6	-3.3	.
O=C(CSc1n[nH]c(-c2ccncc2)n1)c1cccc([N+](=O)[O-])c1
  -0.2	5.2	4.0	-4.0	9.3	.	.	-16.2
O=C(NCc1ccc(F)cc1)c1ccc(S(=O)(=O)Nc2cccc(C(F)(F)F)c2)cc1
  -0.5	-30.7	-2.6	-7.8	1.3	-5.9	4.4	10.0
O=C(NC1CCCC1)C(c1ccccn1)N(C(=O)c1csnn1)c1ccc(F)cc1 (stereo not drawn)
  -2.3	-1.6	-1.5	-0.7	0.8	-2.2	0.5	6.8
COc1cccc(C2C(C(=O)OC(C)C)=C(C)N=c3s/c(=C\c4ccc(C(=O)O)cc4)c(=O)n32)c1 (stereo not drawn)
  .	12.4	-10.3	.	.	0.4	5.5	-7.6
COc1ccc(NC(=O)N(C)C[C@H]2Oc3ccc(NC(=O)CCC(F)(F)F)cc3C(=O)N([C@@H](C)CO)C[C@@H]2C)cc1
  -3.4	15.1	5.2	-4.4	1.1	13.1	.	17.1
O=C(NCc1ccc(/C=N\NC(=O)C(=O)Nc2ccccc2Br)o1)C(=O)Nc1ccccc1
  5.7	16.2	-2.3	.	0.3	-18.7	-3.3	-10.3
O=C(CN1C(=O)c2ccccc2C1=O)NCCOc1ccccc1
  .	14.6	-11.4	.	.	.	-4.1	8.7
C[C@@H]1CN([C@@H](C)CO)C(=O)c2cc(NC(=O)Cc3ccccc3)ccc2O[C@@H](C)CCCCO[C@H]1CN(C)C(=O)C1CCCCC1
  -0.5	6.6	-1.3	1.1	1.9	?	-5.3	-4.9
CCc1cccc(NC(=O)CN(C)S(=O)(=O)c2cnc[nH]2)c1
  5.2	.	.	0.5	2.4	1.4	5.0	.
Cc1nc(CN2CCCCC2)c(O)c(=O)[nH]1
  .	6.5	-20.1	.	.	.	-4.1	8.3
COc1ccccc1CNC(=O)CNC(=O)c1cn(-c2ccccc2OC)c(=O)c2ccccc12
  .	-5.1	-2.6	7.5	-2.0	-5.2	-0.3	0.7
Cc1ccc(S(=O)(=O)Nc2ccc3c(c2)C(=O)N([C@H](C)CO)C[C@@H](C)[C@H](CN(C)Cc2ccncc2)O3)cc1
  3.5	9.7	-2.2	1.6	-3.1	7.0	-13.8	7.6
COCCC1CCCCN1C(=O)c1ccc(OC)c(OC2CCN(C(C)=O)CC2)c1 (stereo not drawn)
  1.2	7.8	2.2	.	-0.6	1.8	-17.1	1.4
O=C(NCc1cccnc1)c1ccc(CS(=O)(=O)c2ccc(Cl)cc2)o1
  1.7	.	.	-14.6	-1.5	11.4	-5.0	.
CCCCC(C(=O)NC1CCCC1)N(C(=O)c1snc(C(N)=O)c1N)c1ccc(C)cc1 (stereo not drawn)
  -1.3	3.6	5.9	-5.7	-2.6	-0.1	-1.1	4.6
CCN(C(=O)COC(=O)/C=C/c1nc2ccccc2s1)c1c(N)n(Cc2ccccc2)c(=O)[nH]c1=O
  1.5	-5.1	-22.4	.	0.4	2.9	7.1	13.8
O=C(N/C(=C\c1ccc2c(c1)OCO2)C(=O)N1CCOCC1)c1ccccc1Br
  2.0	-0.1	6.6	.	0.3	-3.5	-3.7	9.1
COCCNC(=O)COc1ncnc2ccc(Br)cc12
  5.9	35.5	-2.5	2.1	3.8	13.0	-6.4	.
NC(c1ccccc1)c1csc(NC(=O)Nc2ccccc2Oc2ccccc2)n1 (stereo not drawn)
  -4.1	11.3	-1.2	-19.1	-0.3	-80.6	.	-5.4
O=C(N[C@@H]1CC[C@@H](CCn2cc(Cc3ccccc3)nn2)O[C@H]1CO)c1cnccn1
  -2.3	4.5	-14.3	-0.2	0.6	-2.2	.	-10.4
O=C(CN1CCN(S(=O)(=O)c2ccc(F)cc2)CC1)N1CCOCC1
  5.5	2.3	-9.0	2.5	-1.3	1.8	-7.2	-8.8
O=C(c1cc(S(=O)(=O)N2CCOCC2)ccc1F)N(Cc1nnc(-c2ccccc2Cl)o1)C1CC1
  -1.0	-9.8	1.9	.	3.7	7.1	-34.0	21.6
Cc1ccc(/C=N/NC(=O)c2ccccn2)o1
  2.3	5.4	-34.7	2.4	-1.6	.	31.3	120.2*
CC(NC(=O)COc1cccnc1[N+](=O)[O-])c1ccc(Cl)cc1Cl (stereo not drawn)
  -5.1	2.7	-8.4	3.6	-0.8	-2.0	1.1	12.7
CCC(=O)N(C)C[C@H]1Oc2ncc(Br)cc2C(=O)N([C@@H](C)CO)C[C@H]1C
  -0.8	35.1	5.3	11.7	0.8	-18.6	-8.1	.
CN(Cc1ccccn1)C(=O)c1ccc2nc(Cc3cccc(Cl)c3)oc2c1
  -1.8	-2.7	-4.3	-2.1	-0.5	.	12.7	-6.5
COc1cc(OC)c(OC)cc1CNCC1COc2ccccc2O1 (stereo not drawn)
  1.5	1.8	3.4	9.1	-1.2	-0.1	-5.6	0.1
Cc1cccnc1C1=NOC(Cc2ccccc2)C(=O)N1C (stereo not drawn)
  -6.4	7.5	-18.1	.	-0.2	2.2	.	-16.1
COc1ccc(C(=O)N/N=C/C(C)c2ccccc2)cc1OC (stereo not drawn)
  -4.8	.	.	5.5	-1.2	8.6	.	9.4

Whole records from above:
COCCNC(=O)COc1ncnc2ccc(Br)cc12 in the list: PglD inh = 5.9; GSIS activator = 35.5; LGR2 antag = -2.5; PGC1a acetyl inh = 2.1; Cneo AK release = 3.8; C2C12 statin = 13.0; ARNT-TACC3 inh = -6.4; PAX8 inh HTS = .
O=C(NCc1ccc(/C=N\NC(=O)C(=O)Nc2ccccc2Br)o1)C(=O)Nc1ccccc1 in the list: PglD inh = 5.7; GSIS activator = 16.2; LGR2 antag = -2.3; PGC1a acetyl inh = .; Cneo AK release = 0.3; C2C12 statin = -18.7; ARNT-TACC3 inh = -3.3; PAX8 inh HTS = -10.3
